# Compound activity from PubChem BioAssay.
# EZH2 inh = EZH2 (human) methyltransferase inhibition; AID 651548; 57,000 tested, 0.35% active; inhibition, % at 12.5 µM; Q15910; PRC2 H3K27 methylation, DELFIA TRF, 1 h;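 active = mean inhibition of replicates at least 50% and every single replicate also reaching 50%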;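 also: dimethyl H3K27 on biotinylated H3 21-44 peptide detected by antibody; plate controls were median neutral control wells for no effect and median positive control wells for full effect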
# IDH1 R132H inh = IDH1 R132H (human) inhibition | O75874 | IDH1 R132H reductase, diaphorase/resazurin fluorescence, 60 min | inhibition, % at 10 µM | 70,000 tested, 0.18% active | AID 624101; in the data active = inhibition above about 34%;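 also: 0% = DMSO and 100% = no enzyme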
# Target sequence (O75874 whole entry R132H): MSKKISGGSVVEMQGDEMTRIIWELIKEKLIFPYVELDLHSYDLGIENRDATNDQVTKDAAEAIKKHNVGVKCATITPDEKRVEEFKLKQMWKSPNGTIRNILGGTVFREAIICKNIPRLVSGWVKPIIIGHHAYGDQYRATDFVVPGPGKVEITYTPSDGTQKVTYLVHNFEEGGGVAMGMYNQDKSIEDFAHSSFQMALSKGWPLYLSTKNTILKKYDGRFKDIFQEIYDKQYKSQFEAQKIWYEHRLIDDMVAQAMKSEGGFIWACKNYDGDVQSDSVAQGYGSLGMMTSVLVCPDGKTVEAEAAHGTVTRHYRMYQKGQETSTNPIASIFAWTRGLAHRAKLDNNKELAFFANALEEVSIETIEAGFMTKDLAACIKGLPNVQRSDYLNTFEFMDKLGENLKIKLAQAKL
# Active calls of the source: *; x = no result given.
# The opening four compounds (preview)
# Each structure is followed by: EZH2 inh	IDH1 R132H inh
O=C(C[C@H]1C[C@H]2c3cc(NC(=O)NC4CCCC4)ccc3O[C@H]2[C@@H](CO)O1)NCc1cc(F)ccc1F
 : -6	0.5
C[C@H](CO)N1C[C@H](C)[C@H](CN(C)C(=O)Nc2ccc(C(F)(F)F)cc2)Oc2ccc(NC(=O)C3CCCCC3)cc2CC1=O
 : x	2.6
COc1cccc(NC(=O)CSc2nnc(-c3ccco3)n2-c2ccccc2)c1
 : 16	-0.2
C[C@H](CO)N1C[C@H](C)[C@H](CN(C)C(=O)C2CCOCC2)Oc2ncc(C3=CCCCC3)cc2C1=O
 : x	0.1

# The list itself, previewed entries included:
# Each structure is followed by: EZH2 inh	IDH1 R132H inh
O=C(C[C@H]1C[C@H]2c3cc(NC(=O)NC4CCCC4)ccc3O[C@H]2[C@@H](CO)O1)NCc1cc(F)ccc1F
 : -6	0.5
C[C@H](CO)N1C[C@H](C)[C@H](CN(C)C(=O)Nc2ccc(C(F)(F)F)cc2)Oc2ccc(NC(=O)C3CCCCC3)cc2CC1=O
 : x	2.6
COc1cccc(NC(=O)CSc2nnc(-c3ccco3)n2-c2ccccc2)c1
 : 16	-0.2
C[C@H](CO)N1C[C@H](C)[C@H](CN(C)C(=O)C2CCOCC2)Oc2ncc(C3=CCCCC3)cc2C1=O
 : x	0.1
C[C@@H]1CN([C@H](C)CO)C(=O)c2cc(C#CCN(C)C)cnc2O[C@@H]1CN(C)C(=O)c1cnccn1
 : 3	-1.4
Cc1ccc(S(=O)(=O)N(C)C[C@H]2OCCCC[C@@H](C)Oc3ccc(NC(=O)Nc4c(C)noc4C)cc3C(=O)N([C@H](C)CO)C[C@H]2C)cc1
 : x	-1.1
C/C=C/c1ccc2c(c1)O[C@@H](CN(C)CC1CCOCC1)[C@@H](C)CN([C@@H](C)CO)S2(=O)=O
 : -2	-0.2
CO[C@H](CN(C)S(=O)(=O)c1cccc(Cl)c1)[C@@H](C)CN(C(=O)Nc1ccccc1F)[C@H](C)CO
 : 5	-0.4
C[C@@H]1CN([C@@H](C)CO)C(=O)c2cc(C#CCN(C)C)cnc2O[C@@H]1CN(C)C(=O)Nc1ccccc1F
 : x	-0.2
COCC(=O)Nc1ccc2c(c1)C(=O)N(C)C[C@H](OC)[C@@H](C)CN(Cc1ccccc1)[C@@H](C)CO2
 : -7	0.2
COCC(=O)Nc1ccc2c(c1)OC[C@H](C)N(C(=O)c1ccccc1)C[C@@H](C)[C@@H](OC)CN(C)C2=O
 : 2	0.0
Cc1noc(C)c1S(=O)(=O)Nc1ccc2c(c1)C(=O)N([C@H](C)CO)C[C@@H](C)[C@H](CN(C)C(=O)NC(C)C)OCCCC[C@@H](C)O2
 : x	3.2
CNC[C@H]1Oc2ncc(Br)cc2C(=O)N([C@H](C)CO)C[C@H]1C
 : 6	0.9
C[C@H]1CN([C@@H](C)CO)C(=O)c2cc(C#CC3(O)CCCC3)cnc2O[C@@H]1CN(C)C(=O)C1CC1
 : 6	x
C[C@@H]1CN([C@H](C)CO)C(=O)c2cc(NC(=O)Cc3cn(C)c4ccccc34)ccc2O[C@@H]1CN(C)S(=O)(=O)c1cccs1
 : x	-11
COc1cccc(Nc2nc(C3(C)CC4(CC(C)OC4=O)C(=O)O3)cs2)c1 (stereo not drawn)
 : x	0.0
O=C(CC1CC1)Nc1ccc2c(c1)[C@@H]1C[C@H](CC(=O)NC3CCCCC3)O[C@H](CO)[C@@H]1O2
 : 2	0.2
C[C@H]1CN([C@@H](C)CO)C(=O)c2cc(NC(=O)c3ccncc3)ccc2O[C@@H]1CN(C)S(=O)(=O)c1ccc(F)cc1
 : 3	2.6
COC(=O)c1ccccc1NC(=O)CN(C)S(=O)(=O)c1ccc(F)cc1
 : -18	-0.6
CO[C@H]1CN(C)C(=O)c2ccc(NS(C)(=O)=O)cc2OC[C@@H](C)N(C(=O)c2ccc3c(c2)OCO3)C[C@@H]1C
 : -1	x
Cc1ccc(OCC(=O)Nc2ncc(C(F)(F)F)cc2Cl)c(Br)c1
 : 4	0.1
COc1cccc(-c2cnc3c(c2)C(=O)N([C@H](C)CO)C[C@H](C)[C@H](CN(C)S(=O)(=O)c2ccc(C)cc2)O3)c1
 : 2	-2.9
CCCN1C[C@@H](C)[C@H](OC)CN(C)C(=O)c2cc(NC(=O)c3cnccn3)ccc2OC[C@H]1C
 : 1	0.0
c1cnc2c(OCc3nc4ccccc4[nH]3)cccc2c1
 : 3	-0.9
COCCNC(=O)C[C@H]1C[C@H]2c3cc(N(C)C)ccc3O[C@H]2[C@@H](CO)O1
 : 10	-10
CNC[C@@H]1Oc2ccc(NC(=O)Nc3ccc(C(F)(F)F)cc3)cc2CC(=O)N([C@@H](C)CO)C[C@H]1C
 : -7	3.7
COc1ccc(CN(C)C[C@@H]2Oc3ccc(NC(=O)NC4CCCCC4)cc3C(=O)N([C@H](C)CO)C[C@H]2C)cc1
 : x	0.7
Cc1ccc(S(=O)(=O)N(C)C[C@H]2Oc3c(NC(=O)Nc4ccc5c(c4)OCO5)cccc3C(=O)N([C@H](C)CO)C[C@@H]2C)cc1
 : x	0.2
CC(C)CC#Cc1ccc2c(c1)O[C@H](CN(C)C(=O)CC1CC1)[C@@H](C)CN([C@@H](C)CO)S2(=O)=O
 : 2	2.2
COCc1cn(CC[C@@H]2CC[C@@H](NC(=O)Nc3c(C)noc3C)[C@@H](CO)O2)nn1
 : -2	0.5
C[C@H](CO)N1C[C@H](C)[C@@H](CN(C)Cc2ccc3c(c2)OCO3)Oc2ccc(NC(=O)Nc3ccccc3)cc2CC1=O
 : -30	0.2
COc1ccccc1NC(=O)C1=C(C)Nc2ncnn2C1c1ccncc1 (stereo not drawn)
 : -6	-0.5
Cc1noc(C)c1NC(=O)N(C)C[C@@H]1OCc2cnnn2CCCC(=O)N([C@@H](C)CO)C[C@@H]1C
 : x	1.0
CO[C@@H]1CN(C)C(=O)c2cc(NC(C)=O)ccc2OC[C@@H](C)N(CCC(F)(F)F)C[C@H]1C
 : 0	0.0
Cc1sc2ncnc(SCC(=O)NCC3CCCO3)c2c1-c1ccc(Cl)cc1 (stereo not drawn)
 : 2	0.4
CC1(C)CC(N(Cc2cccs2)C(=O)c2ccco2)CCO1 (stereo not drawn)
 : -68	2.0
C[C@@H]1CN([C@@H](C)CO)C(=O)c2cc(C#Cc3ccccc3F)cnc2O[C@@H]1CN(C)C(=O)C1CCCCC1
 : -8	x
O=C(C[C@@H]1CC[C@@H](NC(=O)c2ccncc2)[C@@H](CO)O1)NCC1CCCCC1
 : 2	-0.1
C[C@H]1CN([C@@H](C)CO)C(=O)c2cccc(NC(=O)C3CCOCC3)c2O[C@@H]1CN(C)C(=O)Nc1cccc2ccccc12
 : 5	0.7
COCCNC(=O)C[C@@H]1C[C@H]2c3cc(NC(=O)C4CCOCC4)ccc3O[C@H]2[C@@H](CO)O1
 : 3	-0.5
O=C(CCN1CCCCC1)N[C@@H]1CC[C@H](CCNS(=O)(=O)c2ccccc2)O[C@@H]1CO
 : -5	0.1
COc1ccc(S(=O)(=O)N(C)C[C@H]2Oc3ccc(NC(=O)NC(C)C)cc3C(=O)N([C@@H](C)CO)C[C@H]2C)cc1
 : x	-0.1
CC(C)NC(=O)N(C)C[C@H]1Oc2ccc(NC(=O)CCCCCC(=O)Nc3ccccc3N)cc2CC(=O)N([C@@H](C)CO)C[C@H]1C
 : -14	0.4
COc1ccc(NC(=O)CSc2nc3c(cc2C#N)CCCCC3)cc1
 : 8	0.2
CNC[C@H]1Oc2ccc(NC(=O)Nc3ccccc3)cc2CC(=O)N([C@H](C)CO)C[C@@H]1C
 : -3	1.8
C[C@@H]1CCCCO[C@H](CN(C)C(=O)Nc2ccc(C(F)(F)F)cc2)[C@H](C)CN([C@H](C)CO)C(=O)c2cc(NS(C)(=O)=O)ccc2O1
 : x	-0.1
C[C@H](CO)N1C[C@H](C)[C@@H](CN(C)Cc2ccccn2)Oc2cc(Br)ccc2S1(=O)=O
 : 12	-0.3
COc1ccc(S(=O)(=O)NCc2cccnc2)c(C)c1C
 : 5	0.0
C[C@H](CO)N1C[C@H](C)[C@H](CN(C)Cc2cncnc2)Oc2ncc(C#Cc3ccccn3)cc2C1=O
 : x	0.3
C[C@H](CO)N1C[C@H](C)[C@H](CN(C)C(=O)c2ccc3c(c2)OCO3)Oc2cc(/C=C/c3ccccc3)ccc2S1(=O)=O
 : -12	2.7
CCCC#Cc1cnc2c(c1)C(=O)N([C@H](C)CO)C[C@H](C)[C@H](CN(C)C(=O)Nc1cc(F)ccc1F)O2
 : -26	-0.1
CC(C)CC#Cc1ccc2c(c1)O[C@@H](CN(C)C(=O)c1cccc(F)c1)[C@@H](C)CN([C@H](C)CO)S2(=O)=O
 : 2	1.2
CC(C)CC#Cc1cnc2c(c1)C(=O)N([C@@H](C)CO)C[C@H](C)[C@@H](CN(C)C(=O)Cc1ccccc1)O2
 : -7	-1.4
CO[C@@H]1CN(C)C(=O)c2cc(NC(=O)C3CC3)ccc2OC[C@H](C)N(Cc2nccs2)C[C@H]1C
 : 2	0.1
COC(=O)[C@@H]1OC(=O)C2OC23[C@@]1(C)CCC1[C@]2(C)C(C[C@@H](O)[C@]13C)C(C)(C)[C@H](OC(C)=O)C[C@@H]2OC(C)=O (stereo partly drawn)
 : x	-0.1
C[C@@H]1CN([C@@H](C)CO)C(=O)Cc2cc(NC(=O)C3CC3)ccc2O[C@@H]1CN(C)Cc1ccc(C(=O)Nc2ccccc2N)cc1
 : -8	x
COc1ccc(S(=O)(=O)Nc2ccc3c(c2)C(=O)N([C@H](C)CO)C[C@H](C)[C@H](CN(C)Cc2ccc(Cl)c(Cl)c2)O3)cc1
 : x	-0.2
C[C@@H]1CN([C@@H](C)CO)S(=O)(=O)c2ccc(C#CC3CC3)cc2O[C@H]1CN(C)Cc1ccncc1
 : -3	-0.3
CO[C@H]1CN(C)C(=O)c2ccc(NC(=O)C3CC3)cc2OC[C@@H](C)N(Cc2cccnc2)C[C@@H]1C
 : 4	0.0
C[C@@H]1CN([C@H](C)CO)C(=O)c2cc(C#CC3(O)CCCC3)cnc2O[C@@H]1CN(C)Cc1ccncc1
 : x	-0.2

# An excerpt of these results, comma-delimited:
SMILES,EZH2 inh,IDH1 R132H inh
Cc1sc2ncnc(SCC(=O)NCC3CCCO3)c2c1-c1ccc(Cl)cc1 (stereo not drawn),2,0.4
CO[C@@H]1CN(C)C(=O)c2cc(NC(C)=O)ccc2OC[C@@H](C)N(CCC(F)(F)F)C[C@H]1C,0,0.0
CO[C@H]1CN(C)C(=O)c2ccc(NC(=O)C3CC3)cc2OC[C@@H](C)N(Cc2cccnc2)C[C@@H]1C,4,0.0
C[C@H](CO)N1C[C@H](C)[C@@H](CN(C)Cc2ccc3c(c2)OCO3)Oc2ccc(NC(=O)Nc3ccccc3)cc2CC1=O,-30,0.2

# The listing continues:
# Each structure is followed by: EZH2 inh	IDH1 R132H inh
COc1ccc(C(=O)CSc2ncnc3sc4c(c23)CCCC4)cc1
 : x	-0.6
COc1ccc(S(=O)(=O)Nc2ccc3c(c2)C(=O)N([C@H](C)CO)C[C@H](C)[C@H](CN(C)C(=O)c2ccncc2)OCCCC[C@@H](C)O3)cc1
 : x	4.6
O=C(NC(=S)Nc1ccccc1-c1nc2ccccc2s1)c1ccco1
 : 31	1.2
C[C@H]1CN([C@@H](C)CO)S(=O)(=O)c2ccc(Br)cc2O[C@H]1CN(C)C(=O)CCN1CCCCC1
 : -1	x
O=C(O)C1CC=C(Cl)CC1C(=O)Nc1ccc(Br)cc1 (stereo not drawn)
 : -8	0.0
CCCC#Cc1ccc2c(c1)O[C@@H](CN(C)C(=O)Nc1ccc(OC)cc1)[C@@H](C)CN([C@@H](C)CO)S2(=O)=O
 : x	-4.5
CN(C)C(=O)[C@@]1(CCS(=O)(=O)c2ccccc2)N=C(c2ccc(OCCCO)cc2)O[C@H]1c1ccccc1
 : -3	x
CN(C)Cc1cn(CC[C@@H]2CC[C@H](NC(=O)Nc3ccccc3F)[C@H](CO)O2)nn1
 : 30	0.3
C[C@@H]1CN([C@H](C)CO)C(=O)c2cc(NC(=O)C3CCCCC3)ccc2O[C@@H]1CN(C)S(=O)(=O)c1ccc(F)cc1
 : x	0.3
CCNC(=O)C1(C)CCCN(Cc2cccc3c2OCCO3)C1 (stereo not drawn)
 : -10	x
C/C=C/c1ccc2c(c1)O[C@@H](CN(C)C(=O)c1cccnc1)[C@H](C)CN([C@@H](C)CO)S2(=O)=O
 : x	0.9
COCc1cn(CC[C@H]2CC[C@@H](NC(=O)Nc3ccc(Cl)cc3)[C@@H](CO)O2)nn1
 : -5	0.2
CO[C@@H]1CN(C)C(=O)c2cc(NC(=O)C3CCC3)ccc2OC[C@@H](C)N(CC2CCCCC2)C[C@@H]1C
 : -16	0.4
C/C=C/c1ccc2c(c1)O[C@@H](CN(C)C(=O)c1cccnc1)[C@@H](C)CN([C@@H](C)CO)S2(=O)=O
 : 19	4.0
C[C@H](CO)N1C[C@H](C)[C@@H](CN(C)Cc2ccc(C(F)(F)F)cc2)Oc2ccc(NS(=O)(=O)c3cn(C)cn3)cc2CC1=O
 : -6	-3.8
CC(C)NC(=O)N(C)C[C@@H]1Oc2ccc(NC(=O)Nc3ccccc3)cc2C(=O)N([C@@H](C)CO)C[C@H]1C
 : 4	-1.0
C[C@@H]1CN([C@H](C)CO)C(=O)c2cc(NC(=O)C3CC3)ccc2O[C@H]1CN(C)Cc1ccc(-c2ccccc2)cc1
 : x	-7.1
O=C1c2ccccc2C(=O)N1OS(=O)(=O)c1cccc2cccnc12
 : -1	0.5
Cc1noc(C)c1S(=O)(=O)Nc1ccc2c(c1)C(=O)N([C@@H](C)CO)C[C@@H](C)[C@H](CN(C)C(=O)NC1CCCCC1)OCCCC[C@@H](C)O2
 : x	1.6
CCN(CC)CCN1C(=O)c2ccccc2NC1c1ccc(Br)cc1 (stereo not drawn)
 : -21	1.1
COC(=O)c1ccc(NC(=O)CSc2ncn(-c3ccccc3)n2)cc1
 : 19	0.0

# Some of the compounds tested; count on the stated rates, not on these rows.
